From PubChem
L3MBTL1 block – L3MBTL1 (human) inhibition. Q9Y468. AlphaScreen L3MBTL1–H3K9me1 peptide binding. Potency, µM (series often up to 57.1 µM), for inactives: at the highest dose activity, negative = inhibition, usual class: inhibitors. hit rate 0.66% among 230,000. AID 485360; note: % is set by controls: 0 for no effect and ±100 for the full control effect; nearly all actives have a fitted effect of over 60% in size
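L3MBTL1 50 nM + b-AHA-H3(1-15)K9me1 75 nM, 30 min RT; compound added, 30 min RT; streptavidin donor/Ni-chelate acceptor beads 10 ug/mL each final, 30 min RT dark; AlphaScreen read.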
TRb-SRC2 inh – TRbeta-SRC2 interaction inhibition; P10828; TRbeta-SRC2 peptide binding, fluorescence polarization; receptor liganded with 1 µM T3; Potency, µM (highest dose often 106 µM), for inactives: at the highest dose activity change, negative = inhibition, actives largely listed as inhibitors; hit rate 0.065% among 280,000; AID 1469;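 note: plate controls were bound peptide for no effect and peptide without receptor for full effect; nearly all actives have a fitted effect of over 50% in size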
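Fluorescence polarization of 20 nM Texas Red SRC2 peptide with 0.6 uM human TRb ligand-binding domain, in Tris buffer with 1uM T3 and 5% DMSO. Incubated 5 hr ambient; normalized to unbound and bound controls.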
HTT ATP protect – protects HTT-Q103 PC12 cells, measured by ATP | Potency, µM (series often up to 56.4 µM), for inactives: cytoprotection (ATP increase), usual class: activators | AID 1471 | hit rate 0.14% among 230,000 | PC12 HTT-Q103 induced, cytoprotection, ATP luminescence, 40 h;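 note: % of control where 0% means no effect; nearly all actives have a fitted effect of over 45% in size; toxic huntingtin expression switched on by the ecdysone agonist tebufenozide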
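Rat PC12, Q103 Htt exon1-GFP fusion, ecdysone promoter; tebufenozide inducer 100 nM final; compound titration; qHTS, 1500 cells/well; ATPlite luminescent read.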
Tau fluor counter – counter-screen for tau fibril formation inhibitors. tau K18 P301L Alexa594 fluorescence, heparin fibrillization. Potency, µM (titrated, usually from 57.7 µM), without a hit: top-dose activity change, negative = decrease. hit rate 0.93% among 280,000; note: % is set by controls: 0 for no effect and ±100 for the full control effect; nearly all actives have a fitted effect of over 55% in size
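Human tau K18 P301L (15 uM unlabeled, 0.24 uM Alexa 594-labeled) in 100 mM sodium acetate pH 7 with 20 uM heparin, 6 hr at 37 C. ThT 30 uM added, 1 hr ambient; Alexa 594 FP and total fluorescence read at 555/632 nm.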
Tau fibril ThT – tau fibrillization inhibition (ThT binding); hit rate 2.1% among 270,000; Potency, µM (doses to about 57.4 µM), for the others: at the highest dose activity, negative = inhibition, hits mostly inhibitors; P10636; recombinant tau K18 P301L (four-repeat tau fragment), heparin-induced fibrillization, ThT fluorescence; note: % is set by controls: 0 for no effect and ±100 for the full control effect; nearly all actives have a fitted effect of over 55% in size
Target sequence (P10636 561-689 P618L limits assumed): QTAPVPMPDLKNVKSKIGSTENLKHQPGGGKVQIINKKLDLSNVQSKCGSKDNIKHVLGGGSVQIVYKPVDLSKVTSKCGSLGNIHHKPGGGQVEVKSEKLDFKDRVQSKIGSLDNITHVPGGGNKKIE
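Recombinant human tau K18 fragment […] carrying P301L, 15 uM unlabeled plus 0.24 uM Alexa 594-labeled, was fibrillized with 20 uM heparin in 100 mM sodium acetate pH 7 for 6 hr at 37 C; 30 uM ThT fluorescence read after 1 hr.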
RECQ1 helicase – RECQ1 (human) helicase inhibition | Potency, µM (highest dose often 57.3 µM), inactives show at the highest dose activity, negative = inhibition, hits mostly inhibitors | hit rate 0.54% among 240,000 | RECQ1 DNA unwinding, red fluorescence kinetic read | P46063;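 note: plate controls were vehicle for no effect and no enzyme for full effect; nearly all actives have a fitted effect of over 30% in size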
Target sequence (P46063 whole entry, looked up): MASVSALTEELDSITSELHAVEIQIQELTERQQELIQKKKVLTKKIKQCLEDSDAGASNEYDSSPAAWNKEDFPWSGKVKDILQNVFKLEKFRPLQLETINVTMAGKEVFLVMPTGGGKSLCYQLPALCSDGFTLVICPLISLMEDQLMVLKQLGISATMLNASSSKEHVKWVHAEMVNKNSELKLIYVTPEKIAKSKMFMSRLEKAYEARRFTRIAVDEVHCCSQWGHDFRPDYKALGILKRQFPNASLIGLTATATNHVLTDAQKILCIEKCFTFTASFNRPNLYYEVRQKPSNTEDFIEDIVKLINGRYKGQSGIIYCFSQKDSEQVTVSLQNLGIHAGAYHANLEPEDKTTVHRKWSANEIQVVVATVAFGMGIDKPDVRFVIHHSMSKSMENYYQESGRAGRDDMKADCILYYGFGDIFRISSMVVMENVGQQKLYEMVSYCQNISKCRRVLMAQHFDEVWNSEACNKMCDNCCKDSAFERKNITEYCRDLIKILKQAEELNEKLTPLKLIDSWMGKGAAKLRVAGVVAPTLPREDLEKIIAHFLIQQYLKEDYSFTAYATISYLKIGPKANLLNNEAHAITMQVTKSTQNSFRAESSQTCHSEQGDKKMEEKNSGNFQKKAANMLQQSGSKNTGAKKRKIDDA
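RECQ1T1 50 nM; forked duplex (20 bp + 30-nt ss tails) 200 nM, ATP 2 mM final; pH 8.0, 2 mM MgCl2, 2.5 ug/ml poly(dI-dC); 15 min compound preincubation; discontinuous kinetic read over 2 h at RT.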
Tau FP inhib – blocks human tau fibril formation measured by polarization | hit rate 0.39% among 280,000 | K18 P301L tau heparin fibrillization, Alexa594 FP, 6 h | AID 1468 | Potency, µM (top dose mostly 57.7 µM), for the others: at the highest dose activity, negative = inhibition, most hits filed as inhibitors | P10636; note: % is set by controls: 0 for no effect and ±100 for the full control effect; nearly all actives have a fitted effect of over 55% in size
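Steps: dispense K18 P301L tau (15 uM plus 0.24 uM Alexa 594 tracer, final) in pH 7 sodium acetate; add compound; add heparin (20 uM final); incubate 6 hr, 37 C; add ThT (30 uM final); after 1 hr ambient, read FP.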
TexasRed fluor – Texas Red fluorescence interference in TRb-SRC2 counter-screen; TRb/SRC2 Texas Red total fluorescence interference; Potency, µM (top dose mostly 106 µM), for the others: at the highest dose fluorescence change, negative = quenching; hit rate 0.29% among 280,000; AID 1479; active = well fitted curve in either direction with a large enough effect; inconclusive = small, poorly fitted or top-dose-only effect; note: % is set by controls: 0 for no effect and ±100 for the full control effect
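Human TRb ligand-binding domain at 0.6 uM with 20 nM Texas Red SRC2 peptide in Tris buffer containing 1 uM T3 and 5% DMSO, incubated with compound 5 h at ambient temperature. Total fluorescence (555/632 nm) calculated as parallel + 2 × perpendicular.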
Active calls of the source: *; i = inactive; ? = inconclusive; . = no result given; [ ] = remark or other dose. Unless noted, calls come from the whole dose curve; as a rule, active = well fitted curve in the direction sought with a large enough effect; inconclusive = small, poorly fitted or top-dose-only effect, or another doubt; inactive = no such curve, though single readings can be large; an effect the other way counts as inactive or inconclusive. Potency is the fitted concentration of half-maximal effect.

entry	structure	Tau fluor counter	Tau FP inhib	RECQ1 helicase	L3MBTL1 block	Tau fibril ThT	TexasRed fluor	HTT ATP protect	TRb-SRC2 inh
1	O=C(NCCc1ccncc1)Nc1cccc(Cl)c1	-10.6%	-0.4%	-13.8%	.	-5.0%	-4.2%	4.8%	2.2%
2	COc1ccccc1N1CCN(CC(=O)Nc2ccc(-n3cnnn3)cc2)CC1	-20.1%	-1.2%	1.4%	.	-5.3%	-1.9%	-18.3%	3.9%
3	Cc1cccc(N2C(=O)CN=C2Nc2nc(C)cc(C)n2)c1	-5.5%	-1.9%	-7.4%	.	-8.0%	-1.8%	-3.7%	-6.4%
4	Cc1cc(C)c(-n2c(O)c(C=NCCN3CCOCC3)c(=O)[nH]c2=O)c(C)c1	0.5%	-4.1%	15.5%	0.7%	-7.8%	1.3%	-11.1%	0.7%
5	CS(=O)(=O)N1CCc2cc(-c3csc(NC(=O)Cc4ccccc4)n3)ccc21	?	-13.0%	1.2%	5.7%[11.4 µM]	-15.6%	-0.9%	-21.2%[10 µM]	7.5%
6	Cc1cc(Cl)c(S(=O)(=O)NCC2CCCO2)cc1OCC(N)=O (stereo unspecified)	1.0%	-1.1%	0.5%	-7.8%	5.8%	-0.5%	2.1%	-10.9%
7	O=C(O)CC(NC(=O)C12CC3CC(CC(C3)C1)C2)c1ccc2c(c1)OCO2 (stereo unspecified)	-6.9%	-11.3%	i	.	-7.7%	-2.1%	-31.2%[inhibitor]	-3.1%
8	Cc1cc(C)n2cc(CSc3ccc(Cl)cc3)nc2n1	-3.5%	9.6%	3.3%	4.0%	-17.0%	-0.1%	-14.6%[10 µM]	0.5%
9	Cc1ccc(/C=N/n2c(C)cc(C)c(C#N)c2=O)o1	5.3%	0.9%	-4.3%	6.1%	9.1%	-0.5%	-4.4%[10 µM]	1.1%
10	O=C(NCCSc1ccccc1)c1ccc(Br)cc1	-16.9%	2.3%	-0.8%	16.5%	-11.2%	-3.4%	.	-1.1%
11	COc1ccccc1[C@@H]1C(c2ccccc2)=NN(c2ccccc2)[C@H]1C(=O)N1CCOC1=O	?	12.5%[81.3 µM]	i	30.8%[activator]	-12.6%[81.4 µM]	-3.4%	?	-3.0%
12	CC(=O)NCCOc1nc(N(C)C)nc(N2CCCCC2)n1	-4.9%	8.5%	-13.4%	20.5%	-9.8%	0.2%	-5.5%[10 µM]	-3.0%
13	CCN(CC)c1ccc(-c2nn3c(-c4ccccc4OC)nnc3s2)cc1	-23.9%	3.3%	-5.3%	28.0%	?	-8.8%	-77.6%[inhibitor]	3.3%
14	CCOC(=O)c1c(NC(=O)COC(=O)Cn2c(C)nc3ccccc32)sc2c1CCCC2	-6.8%	2.5%	-11.1%	7.7%	?	-1.0%	5.8%[10 µM]	-5.3%
15	Cc1ccccc1OCc1nc2ccccc2c(=O)n1/N=C/c1cn[nH]c1-c1ccccc1	?	?	i	-0.8%	-6.6%	0.6%	1.5%[10 µM]	6.5%
16	Cc1ccc(NC(=O)CSc2nnc(-c3n[nH]c4ccccc34)n2-c2ccccc2)c(C)c1	?	-15.1%	-6.6%	-0.2%	-14.7%	?	8.7%[10 µM]	1.6%
17	O=c1c2oc3ccccc3c2n(Cc2ccccc2)c(=O)n1Cc1ccc2c(c1)OCO2	-21.4%	-14.5%	.	.	-7.1%	0.1%	.	8.3%
18	CCOc1nc(-c2ccccc2)ccc1-c1noc(-c2ccncc2)n1	-6.0%	2.6%	7.6%	.	-8.7%	-3.9%	-44.2%[inhibitor]	3.2%
19	O=C(NCc1cccs1)c1ccc(CSc2nc3cccnc3n2Cc2ccc(F)cc2)cc1	-21.1%	-3.0%	.	.	7.0%	-5.3%	.	3.6%
20	Cn1cnnc1SCC(=O)Nc1nc(-c2ccc(F)cc2)cs1	-0.5%	-3.2%	i	.	5.0%	-0.6%	-24.4%	4.6%
21	O=C1CC(NCc2ccncc2)C(=O)N1c1ccccc1 (stereo unspecified)	-1.6%	1.5%	-3.5%	.	-12.1%	1.8%	-0.2%	12.5%
22	O=c1[nH]ncc(N2CCN(C(c3ccccc3)c3ccccc3)CC2)c1Cl	3.1%	-3.7%	-2.5%	-1.1%	-11.0%	-8.2%[53 µM]	38.8%[10 µM]	4.4%[53 µM]
23	CCOc1ccccc1NC(=O)NC1CCN(CC(=O)Nc2ccc3c(c2)OCCO3)CC1	-5.9%	3.4%	i	.	-5.7%	-2.0%	-15.8%	-6.0%
24	Cc1nc(N2CCOCC2)nc(Oc2ccccc2F)c1[N+](=O)[O-]	-12.7%	-11.3%	-3.8%	33.5%[activator]	-1.3%	-9.2%	-17.8%[10 µM]	-3.4%
25	Cc1cc(C)c2nc(N3CCC(C(=O)N4CCN(C(=O)c5ccco5)CC4)CC3)sc2c1	-16.4%	6.0%	i	.	?	-0.5%	-5.0%	-5.5%
26	CC(=O)N1CCCc2cc(S(=O)(=O)N3CCCC(C(=O)NC(C)C)C3)ccc21 (stereo unspecified)	-1.0%	0.5%	.	.	4.9%	-2.7%	.	-7.3%
27	Cc1cccc(N(C)C(=O)c2cc3c(=O)[nH]c4ccc(C)cc4c3s2)c1	-9.4%	-0.1%	-1.9%	.	.	-0.8%	-43.0%[10 µM]	-4.6%
28	COc1ccc(NC(=O)c2ccc(CNS(=O)(=O)c3ccc4c(c3)C(C)(C)C(=O)N4C)cc2)cc1	-19.9%	-1.1%	.	.	-11.1%	0.3%	.	-1.8%
29	Cc1ccccc1OCCNC(=O)/C=C/c1ccc([N+](=O)[O-])cc1	?	3.0%	1.0%	-5.1%	?	-5.9%	-5.8%[10 µM]	1.3%
30	Cc1nn(Cc2ccc(Cl)c(Cl)c2)c(C)c1NC(=O)c1cc(C2CC2)on1	-10.1%	-7.2%	-13.0%	-12.2%	?	0.1%	5.2%[10 µM]	7.3%

Quoted at random: 5 records from the list, in no set order.
entry	structure	Tau fluor counter	Tau FP inhib	RECQ1 helicase	L3MBTL1 block	Tau fibril ThT	TexasRed fluor	HTT ATP protect	TRb-SRC2 inh
26	CC(=O)N1CCCc2cc(S(=O)(=O)N3CCCC(C(=O)NC(C)C)C3)ccc21 (stereo unspecified)	-1.0%	0.5%	.	.	4.9%	-2.7%	.	-7.3%
24	Cc1nc(N2CCOCC2)nc(Oc2ccccc2F)c1[N+](=O)[O-]	-12.7%	-11.3%	-3.8%	33.5%[activator]	-1.3%	-9.2%	-17.8%[10 µM]	-3.4%
30	Cc1nn(Cc2ccc(Cl)c(Cl)c2)c(C)c1NC(=O)c1cc(C2CC2)on1	-10.1%	-7.2%	-13.0%	-12.2%	?	0.1%	5.2%[10 µM]	7.3%
28	COc1ccc(NC(=O)c2ccc(CNS(=O)(=O)c3ccc4c(c3)C(C)(C)C(=O)N4C)cc2)cc1	-19.9%	-1.1%	.	.	-11.1%	0.3%	.	-1.8%
21	O=C1CC(NCc2ccncc2)C(=O)N1c1ccccc1 (stereo unspecified)	-1.6%	1.5%	-3.5%	.	-12.1%	1.8%	-0.2%	12.5%

Going on with the list.
entry	structure	Tau fluor counter	Tau FP inhib	RECQ1 helicase	L3MBTL1 block	Tau fibril ThT	TexasRed fluor	HTT ATP protect	TRb-SRC2 inh
31	CCCn1c(N)c(CC)c(=O)[nH]c1=O	-7.6%	-4.8%	i	.	-11.5%	1.1%	-25.2%	4.2%
32	Cn1ccnc1Sc1ccc(/C=N/NC(=O)c2ccccc2[N+](=O)[O-])cc1[N+](=O)[O-]	-5.9%	-6.2%	2.5%	0.6%	-5.9%	1.8%	-8.0%	-6.6%
33	CCn1c(=O)c(=O)n(CC)c2cc(N3CCCCC3)c(NC(=O)c3ccccc3OC)cc21	-3.2%	0.3%	.	.	-14.1%	-0.5%	.	-3.6%
34	O=C(COC(=O)Cc1ccccc1F)Nc1ccc(SC(F)F)cc1	5.5%	-0.4%	0.7%	-11.1%	8.4%	-2.0%	-0.7%[10 µM]	0.9%
35	COc1ccc(C2=NN(CN3C(=O)C(=O)c4ccccc43)C(c3ccc(Br)cc3)C2)cc1 (stereo unspecified)	-13.2%	8.2%	i	.	?	1.6%	-3.9%	0.1%
36	CCOc1ccc(NC(=O)CCSc2ccc3ccccc3n2)cc1	-29.4%	10.5%	-14.8%	8.2%	?	?	-16.0%[10 µM]	-1.5%
37	Cc1ccc(N(C(C)C(=O)O)S(=O)(=O)c2c(C)[nH]c(=O)[nH]c2=O)cc1 (stereo unspecified)	0.6%	-1.1%	-16.2%	.	-4.5%	3.0%	-1.2%	-13.3%
38	Cc1cc(NC(=O)c2c(-c3c(Cl)cccc3Cl)noc2C)n(C)n1	-13.5%	-2.1%	i	7.2%	-5.3%	-1.7%	15.6%[10 µM]	-1.8%
39	NNC(=S)NCc1cccnc1	4.4%	-4.3%	-2.5%	6.4%	-2.9%	0.5%	11.0%[10 µM]	-6.6%
40	Cc1ccc(C)c(N2CCN(C(=O)c3ccc4c(=O)n(CCc5ccccc5)c(=O)[nH]c4c3)CC2)c1	0.5%	-4.6%	.	.	-0.5%	-0.2%	.	-2.5%
41	C=CCn1c(O)c(N=NC(=S)Nc2ccccc2F)c2cc(S(=O)(=O)N3CCOCC3)ccc21	?	?	-0.8%	.	-14.9%	-1.0%	-18.8%	-1.0%
42	Cc1oc2c(c1C(=O)Nc1cccc3ccccc13)CCCC2	-19.7%	0.8%	-3.5%	.	?	-2.3%	1.8%[10 µM]	5.7%
43	O=c1[nH]c2c(s1)C(c1cccnc1)C1C3CCC(C3)C1S2 (stereo unspecified)	-23.5%	-2.9%	-7.8%	.	.	-1.4%	8.5%[10 µM]	-2.7%

Not all compounds are listed. The share of hits here may be higher or lower than overall.
